FECH block = human FECH heme synthesis enzyme inhibition | purified FECH, Ni-mesoporphyrin absorbance 550 nm | hit rate 3.3% among 20,000 | P22830 | calls only at 10 µM (by protocol);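 active means enzyme reaction rate more than 3 SD below the solvent-only control wells on the same plate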;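 further: lower slope than DMSO wells means FECH inhibition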
Target sequence (P22830 whole entry, looked up): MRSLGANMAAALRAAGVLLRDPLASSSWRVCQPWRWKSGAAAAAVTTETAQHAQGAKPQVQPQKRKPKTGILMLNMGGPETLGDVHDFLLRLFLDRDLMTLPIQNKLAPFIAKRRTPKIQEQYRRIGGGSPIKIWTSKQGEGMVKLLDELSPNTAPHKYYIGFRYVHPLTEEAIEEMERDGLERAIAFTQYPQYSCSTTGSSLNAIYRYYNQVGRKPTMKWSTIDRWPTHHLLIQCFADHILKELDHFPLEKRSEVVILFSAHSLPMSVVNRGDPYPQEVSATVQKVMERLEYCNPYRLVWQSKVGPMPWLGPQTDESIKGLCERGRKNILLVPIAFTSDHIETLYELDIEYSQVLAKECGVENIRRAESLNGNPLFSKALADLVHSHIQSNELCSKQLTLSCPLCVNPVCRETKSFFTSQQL
Calls only; i = inactive; + = active, no number.

FECH block	structure
i	COc1ccc(CNC(=O)c2cc3n(n2)CC(C)(C(=O)NCc2ccc(C)cc2)N(C)C3=O)c(OC)c1 (stereo not given)
i	COc1cccc(NC(=O)CSCc2nc(-c3ccc(F)cc3)no2)c1
i	CCOCCCNC(=O)C1c2c(n(C)c3ccccc23)SCC(=O)N1C1CC1 (stereo not given)
i	CCC(=O)Nc1ccc(OCC(=O)NCc2cccc(C)c2C)cc1
i	CCCCC(=O)Nc1cccc(C(=O)N(C)Cc2ccncn2)c1
i	Cc1cc(CN2CCC(CNC(=O)c3nccc4ccccc34)C2)n[nH]1 (stereo not given)
i	CCOCCCNC(=O)c1ccc(CN2C(=O)CCn3nc(-c4ccccc4)cc32)cc1
i	COc1ccc(N2CC(NC(=O)CCCc3ccccc3)CC2=O)cc1 (stereo not given)
i	O=S(=O)(NCCn1c(C(F)(F)F)nc2cccnc21)c1ccc(Br)cc1
+	CCOC(=O)c1c(NC(=O)c2ccc(N3C(=O)CCC3=O)cc2)sc2c1CCN(C(C)C)C2
i	OCC(CO)n1ccnc1-c1ccc2nsnc2c1
i	CCCc1cc(Sc2ccc(NS(=O)(=O)c3ccc(C)cc3C)cc2)n2ncnc2n1
i	Cc1cc(C)cc(Nc2nc(N3CCN(c4ccc(F)cc4)CC3)nc3c2cnn3-c2ccccc2)c1
i	CN(Cc1cc(C2CC2)on1)Cc1ncccc1C(=O)O
i	Cc1ccc(Nc2nc(N3CCCC(C)C3)nc3c2cnn3-c2ccccc2)cc1C (stereo not given)
i	CCC(Cn1ccnc1)NC1CCN(c2ccccc2F)CC1 (stereo not given)
i	CCN(CCN(C)C)c1ncc(NS(=O)(=O)c2cc(F)ccc2C)cc1C(=O)O
i	O=C(NCc1ccon1)C1CCCN(C2CCN(Cc3cccnc3)CC2)C1 (stereo not given)
i	c1cncc(NCCNc2nccc(C3CCCC3)n2)c1
i	Cc1ccccc1-c1nc2nc(CN3CCc4ccccc4C3)cc(=O)n2[nH]1

The last five compounds of the section before are carried over, then new ones follow.
FECH block	structure
i	CCC(Cn1ccnc1)NC1CCN(c2ccccc2F)CC1 (stereo not given)
i	CCN(CCN(C)C)c1ncc(NS(=O)(=O)c2cc(F)ccc2C)cc1C(=O)O
i	O=C(NCc1ccon1)C1CCCN(C2CCN(Cc3cccnc3)CC2)C1 (stereo not given)
i	c1cncc(NCCNc2nccc(C3CCCC3)n2)c1
i	Cc1ccccc1-c1nc2nc(CN3CCc4ccccc4C3)cc(=O)n2[nH]1
i	Cc1ccccc1CNC(=O)c1nc(N2CCCC2)c2oc3ccccc3c2n1
+	Cc1ccc(NC(=O)CSc2cc(Oc3cc(C)cc(C)c3)ncn2)cc1
i	COc1ccc2cc(C3CN(C(=O)c4cccc(C)c4O)CCO3)ccc2c1 (stereo not given)
+	O=S(=O)(NCCn1c(-c2ccccc2)nc2cccnc21)c1ccc(Br)cc1
i	O=C(NCC(=O)N1CCC(c2nc(-c3ccccc3)no2)CC1)c1ccco1
i	CC1CCN(C(=O)c2[nH]cnc2C(=O)NC2CCCCC2)CC1
i	O=C(Cc1ccccc1F)NCc1ccccc1Cn1cccn1
i	Cc1ccsc1CN1CCN(C)C2(CCN(C(=O)c3ccco3)CC2)C1
+	COc1ccccc1CNC(=O)c1[nH]cnc1C(=O)NCc1ccc(C)o1
i	Cc1ccc(C2(O)CCN(C(=O)c3ccc(C(F)(F)F)[nH]c3=O)CC2)nc1
i	O=C(O)C1CN(c2ncc(Cl)cc2F)CCN1 (stereo not given)
i	Cc1cccc(-c2cc(N3CCN(S(C)(=O)=O)CC3)ncn2)c1
i	O=C(CN1C(=O)c2cccnc2Sc2ccccc21)Nc1ccc(F)cc1Cl
i	O=C1CC(=O)Nc2cc(S(=O)(=O)Nc3ccc(F)c(Cl)c3)ccc2N1
i	CCOc1ccccc1N(Cc1nc2nc(C)cc(=O)n2[nH]1)C(=O)c1ccc(Cl)cc1
i	Cc1cc(NC(=O)C(C)C)n(-c2ncnc3c2cnn3-c2ccc(F)cc2)n1
i	Cc1ccsc1CN(C)c1cc(N2CCOCC2)ncn1
i	Cc1cnc(C)c(N2CCCC(CO)(Cc3cccc(Cl)c3)C2)n1 (stereo not given)
+	COc1ccc(CNS(=O)(=O)c2cc(N3C(=O)CCS3(=O)=O)ccc2C)cc1OC
i	COc1nc2ccccc2cc1-c1csc(C(N)=O)c1

In a second layout: three of the compounds above
| Compound | FECH block |
| --- | --- |
| O=C(Cc1ccccc1F)NCc1ccccc1Cn1cccn1 | i |
| CCOc1ccccc1N(Cc1nc2nc(C)cc(=O)n2[nH]1)C(=O)c1ccc(Cl)cc1 | i |
| Cc1ccc(C2(O)CCN(C(=O)c3ccc(C(F)(F)F)[nH]c3=O)CC2)nc1 | i |

More compounds follow.
FECH block	structure
i	Cc1ccccc1-c1cc(N2CCN(C(=O)Nc3ccc4c(c3)OCCO4)CC2)ncn1
i	O=C1c2cccnc2CN1Cc1cc(-c2ccccc2)n[nH]1
i	CC(C)c1ccc(S(=O)(=O)NCc2nc3cccnc3n2C2CCCCC2)cc1
i	O=C(Nc1cccc(C(=O)N2CCN(c3cn[nH]c(=O)c3)CC2)c1)C1CCCC1
i	CN1CCC(C)(CNC(=O)c2ccc(Cn3cccn3)o2)C1 (stereo not given)
i	CCOC(=O)c1c(NC(=O)c2ccccc2C(=O)O)sc2c1CCN(C)C2
i	Cc1ccc(-c2ccc(=O)[nH]n2)cc1-n1cnnc1
i	CN(C)CCNc1nc(Nc2ccc3c(c2)OCO3)c2cnn(-c3ccccc3)c2n1
i	O=C(c1c(O)cccc1O)N1CCN(CCn2cncn2)CC1
i	NS(=O)(=O)c1ccc(CCNC(=O)c2cc(-c3ccc4c(c3)OCCO4)on2)cc1
i	Cc1cccc(CN2CCCN(CC(=O)NCc3ccc(Cl)cc3)S2(=O)=O)c1
i	CCOc1ccccc1-c1nc(CSc2nc(C(F)(F)F)cc(=O)[nH]2)c(C)o1
i	O=C1NCCN(C/C=C/c2ccco2)C1c1ccc(F)cc1 (stereo not given)
i	O=C(Nc1ccccc1)C1CCN(c2ncnc3c2nc2n3CCCCC2)CC1
i	CCCCC(=O)Nc1cc(NC(=O)c2csnn2)ccc1OC
i	O=C(NC1CC1)c1cc2n(n1)CCN(c1cc(N3CCCCC3)ncn1)C2
i	COc1ccc(NC(=O)N2CCN(c3cc(-c4ccccc4C)ncn3)CC2)cc1OC
i	CC/C=C/CC(=O)NC[C@@H]1CCNC[C@H]1O
i	CN1CCNC(=O)C1CC(=O)NCCc1nccc(-c2ccccc2)n1 (stereo not given)
+	CCCc1cc(Sc2ccc(NC(=O)Nc3cccc(OC)c3)cc2)n2ncnc2n1

Filtered by structure, the entries above containing two or more sulfur atoms
FECH block	structure
i	CCCc1cc(Sc2ccc(NS(=O)(=O)c3ccc(C)cc3C)cc2)n2ncnc2n1
+	COc1ccc(CNS(=O)(=O)c2cc(N3C(=O)CCS3(=O)=O)ccc2C)cc1OC

Quoted at random: 5 records from the list.
FECH block	structure
i	CN(C)CCNc1nc(Nc2ccc3c(c2)OCO3)c2cnn(-c3ccccc3)c2n1
i	O=C1c2cccnc2CN1Cc1cc(-c2ccccc2)n[nH]1
i	CN1CCC(C)(CNC(=O)c2ccc(Cn3cccn3)o2)C1 (stereo not given)
+	CCCc1cc(Sc2ccc(NC(=O)Nc3cccc(OC)c3)cc2)n2ncnc2n1
i	CC(C)c1ccc(S(=O)(=O)NCc2nc3cccnc3n2C2CCCCC2)cc1

Next section:
FECH block	structure
i	CCc1ocnc1C(=O)N1C[C@H]2CC=CC[C@H]2C1
i	COc1ccc(CNc2cc(C)nc3nc(-c4cccnc4)nn23)cc1
i	COc1ccc(CNCC(=O)Nc2cnccn2)c(F)c1F
i	CC(CC1CCCCC1)NCCCC(=O)N(C)C (stereo not given)
i	CCN(Cc1ccnc2ccccc12)CC1CCCO1 (stereo not given)
i	Cc1ccc(S(=O)(=O)N2CCN(Cc3nc4cccnc4n3-c3ccc(F)cc3)CC2)c(C)c1
i	O=C(CN1C(=O)CCc2cc(S(=O)(=O)N3CCCCC3)ccc21)N1CCc2ccccc21
i	CCOC(=O)c1ccc(NC(=O)CN2CCCN(Cc3ccc(C)cc3)S2(=O)=O)cc1
i	COc1ccc(CC(=O)NC2CC(=O)N(c3cccc(F)c3)C2)cc1 (stereo not given)
i	Cc1ccc(CNC(=O)C2(C)Cn3nc(C(=O)NCCC(C)C)cc3C(=O)N2C)cc1 (stereo not given)
i	CCOc1c(Nc2cccc(F)c2)c(=O)c1=O
i	Cc1cc(Sc2ccc(NC(=O)Nc3ccc(F)c(Cl)c3)cc2)n2ncnc2n1
i	CCc1cc(Sc2ccc(NC(=O)Nc3ccc(C)c(Cl)c3)cc2)n2nc(C)nc2n1
i	O=C1CCS(=O)(=O)N1c1ccc(S(=O)(=O)N2CCCC2)cc1
i	CCc1ccc(S(=O)(=O)N2CCC(n3c(C)nc4cccnc43)CC2)cc1
i	Cc1ccc(C)c(NC(=O)N2CCN(CCn3c(C(F)(F)F)nc4cccnc43)CC2)c1
i	Cc1ccc(N2CC(NC(=O)C3CC3)CC2=O)cc1C (stereo not given)
i	CCN(CC)CCNc1nc(Nc2ccc(OC)cc2)c2cnn(-c3ccccc3)c2n1
i	Cc1ccccc1CN1CCC(CNC(=O)Cc2cccnc2)CC1
i	Cc1n[nH]c(C)c1C(NC(=O)c1cc2c(s1)CCCCC2)C(=O)O (stereo not given)
i	O=C1CN(C(=O)CN2c3ccc(Br)cc3-c3ccccc3S2(=O)=O)c2ccccc2N1
i	CCOc1c(Nc2ccc(C)c(Cl)c2)c(=O)c1=O
i	CCN(CC)c1nc(Nc2ccccc2)c2cnn(-c3ccccc3)c2n1
i	O=C1c2cccnc2CN1C1COC2(CCCC2)C1 (stereo not given)
i	CCc1cc(Sc2ccccc2NC(=O)c2cccc(F)c2)n2ncnc2n1
i	Cc1cccc(N2CCN(c3ncc(NS(=O)(=O)c4ccc(F)cc4)cc3C(=O)O)CC2C)c1 (stereo not given)
i	CC1Cc2ccccc2N1C(=O)CN1C(=O)CN(C)C(=O)c2ccccc21 (stereo not given)
i	O=C1CC(c2n[nH]c(Cc3ccccc3)n2)CN1Cc1cccnc1 (stereo not given)
i	O=C(CCC(=O)N1CC[C@@]2(O)CCCC[C@H]2C1)NC1CCCCCCC1
i	Cc1ccc(Nc2nc(NCc3ccccc3)nc3c2cnn3-c2ccccc2)cc1C
i	O=C1CN(c2ccc(C(=O)N3CCC(Oc4cccnc4)CC3)cn2)CCN1
i	Cc1nnsc1C(=O)Nc1ccc(S(N)(=O)=O)cc1
i	COc1ccc(N2C(=O)CCS2(=O)=O)cc1S(=O)(=O)Nc1ccccc1Br
i	Cc1ccc(C2=CC(c3ccccc3Cl)n3nc(NC(=O)c4ccccc4F)nc3N2)cc1 (stereo not given)
i	O=C(CCc1ccccc1)Nc1cccc(NC(=O)CN2CCOC2=O)c1
i	O=C(NCCCc1ccccc1)C1CCN(c2ccc(-c3cccs3)nn2)CC1
i	CC[C@@]1(C(=O)O)C[C@H](C(=O)NCc2ccoc2)[C@H](c2ccc(OC)cc2)N1C
i	CCN1CC(NCC(=O)NCc2ccccc2OC)CC1=O (stereo not given)
i	CC(=O)Nc1ccc(-c2nc(-c3ccc4c(c3)Sc3ccccc3C(=O)N4C)no2)cc1
i	CC(C)Nc1ccnc(NCc2cccnc2Oc2ccc(F)cc2F)n1
i	COc1cc(Cl)c(Nc2nc(-c3nnc(-c4ccc(C)cc4)o3)nc3ccccc23)c(OC)c1
i	c1ccc(-c2nc(C3NCCc4[nH]cnc43)cs2)cc1 (stereo not given)
i	OCCn1ncc2c1CN(c1ncc(Cl)cn1)C2
i	CC(c1cccc(-c2nc(C(N)=O)cs2)c1)N1CCCC1 (stereo not given)
+	CCOC(=O)c1[nH]c2ccccc2c1CN1CCN(c2ncc(F)cn2)CC1
i	O=C(CN1CCN(Cc2ccc(F)cc2)S1(=O)=O)NCc1ccccc1
i	CCCc1nc2nc[nH]n2c(=O)c1NC(=O)NCCc1ccccc1
+	CCCc1cc(Sc2ccc(NC(=O)c3cccc(F)c3)cc2)n2ncnc2n1
i	Cc1cc(N(C)C)nc(N2CCN(S(=O)(=O)c3ccc(Br)cc3)CC2)n1
i	Cc1noc(C)c1CNC(=O)c1csc(CN(C)C)n1
i	NS(=O)(=O)c1ccc(CCNC(=O)C2CCN(c3ncnc4c3nc3n4CCCCC3)CC2)cc1
i	CCOc1ccccc1C(=O)Nc1cc(N2CCCS2(=O)=O)ccc1OC
i	CC(CNS(=O)(=O)NCc1ccccc1)Oc1cccnc1 (stereo not given)
i	COc1ccc(NC(=O)Nc2ccc(Sc3cc(C)nc4ncnn34)cc2)cc1OC
i	Cn1c(=O)n(CC(=O)N2CCCCC2)c(=O)c2cnc(-c3ccccc3)nc21
i	Cc1cc(N2CCCC2)nc(-n2cnc(SCCOc3ccccc3)n2)n1
i	CN1CCC(CN2CCC3(CC2)CCN(C(=O)CC2CCCC2)CC3)CC1
i	Cc1cnc(CNc2nccc(CCC(F)(F)F)n2)cn1
i	COc1ccc(S(=O)(=O)Nc2cnc(N3CCC(N4CCCCC4)CC3)c(C(=O)O)c2)cc1
i	CC(C)NC(=O)C(C)N1CCc2onc(-c3ccc(C(F)(F)F)cc3)c2C1 (stereo not given)

Further results follow.
FECH block	structure
+	CCCNCc1cc(=O)n2[nH]c(NCc3ccc(OC)cc3)nc2n1
i	Fc1ccc(Nc2nc(NCCc3ccccc3)nc3c2cnn3-c2ccccc2)cc1
i	CCCc1c(C)nc2ncnn2c1Sc1ccc(NC(=O)Nc2ccc(F)cc2)cc1
i	CCCC(CCC)NC(C)c1n[nH]c(C)n1 (stereo not given)
i	CC(C)C(=O)NCC1CCN(Cc2cnc(-c3ccco3)nc2)C1 (stereo not given)
i	Cc1ccccc1Nc1nc(NCc2ccco2)nc2c1cnn2-c1ccccc1
i	O=C(CCn1cncn1)N1CC[C@@H](c2ccc3c(c2)OCO3)[C@H](O)C1
i	NS(=O)(=O)c1ccc(Nc2ccc3cc(S(=O)(=O)N4CCCC4)ccc3n2)cc1
i	CCc1nc(-c2c(-c3ccccc3)ncn2CC(O)c2cccnc2)c(C)[nH]1 (stereo not given)

An excerpt; count on the stated rates, not on these rows.
